PAD4 FP inh: human PAD4 inhibitors, primary screen, biochemical, fluorescence polarization, 1536-well format. recombinant PAD4, RCA probe fluorescence polarization. inhibition, % at 6.36 µM. 0.41% of 330,000 active. AID 485272, 2010;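 active = percent inhibition above a cutoff equal to the mean of all tested compounds plus 3 SD, cut at about 15% in these data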;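 also: 0% = PAD4 with RCA probe and DMSO and 100% = probe without PAD4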
LYPLA2 inh: LYPLA2 inhibitors, primary screen, counter-screen for PME1 inhibitor project, biochemical, fluorescence polarization, FP-Rh probe ABPP | 0.38% of 320,000 active | recombinant LYPLA2 | AID 2177, 2009 | Acyl-protein thioesterase 2 (Homo sapiens), O95372 | inhibition, % at 5.9 µM;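 active = inhibition above the screen-wide mean plus 3 SD, limit set per campaign, cut at about 26% in these data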;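 also: 0% = LYPLA2 with DMSO and 100% = wells lacking LYPLA2 enzyme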
pPAFAH FP inh: pPAFAH enzyme inhibitors, primary screen, biochemical, fluorescence polarization, human | Platelet-activating factor acetylhydrolase (Homo sapiens), Q13093 | recombinant pPAFAH, FP-rhodamine probe fluorescence polarization | inhibition, % at 3.39 µM | 1.5% of 330,000 active | AID 463082, 2010;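 active = inhibition above the mean inhibition across the screen plus 3 SD, cut at about 25% in these data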;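 also: inhibitors block binding of the rhodamine activity-based probe so polarization drops; 0% = enzyme with DMSO and 100% = wells lacking pPAFAH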
Target sequence (Q13093 whole entry, looked up): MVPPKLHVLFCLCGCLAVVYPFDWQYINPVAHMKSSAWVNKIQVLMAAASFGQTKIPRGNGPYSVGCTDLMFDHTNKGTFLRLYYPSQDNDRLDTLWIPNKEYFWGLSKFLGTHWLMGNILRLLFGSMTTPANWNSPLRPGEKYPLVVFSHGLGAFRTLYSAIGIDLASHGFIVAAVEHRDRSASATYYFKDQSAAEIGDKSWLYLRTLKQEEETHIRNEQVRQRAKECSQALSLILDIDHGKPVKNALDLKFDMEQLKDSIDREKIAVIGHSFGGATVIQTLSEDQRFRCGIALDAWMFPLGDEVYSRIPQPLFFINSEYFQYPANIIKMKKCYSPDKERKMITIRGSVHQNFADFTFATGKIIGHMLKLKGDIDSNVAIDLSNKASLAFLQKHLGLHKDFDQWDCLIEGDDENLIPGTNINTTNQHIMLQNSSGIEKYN
PAFAH1B3 inh: PAFAH1B3 enzyme inhibitors, primary screen, biochemical, fluorescence polarization, human. Platelet-activating factor acetylhydrolase IB subunit alpha1 (Homo sapiens), Q15102. recombinant PAFAH1B3, FP-rhodamine probe. inhibition, % at 3.39 µM. 0.28% of 340,000 active. AID 492972, 2010;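 active = inhibition above the screen-wide average of all tested compounds plus 3 SD, cut at about 25% in these data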;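 also: 0% = enzyme with DMSO only and 100% = wells lacking PAFAH1B3 protein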
Target sequence (Q15102 whole entry, looked up): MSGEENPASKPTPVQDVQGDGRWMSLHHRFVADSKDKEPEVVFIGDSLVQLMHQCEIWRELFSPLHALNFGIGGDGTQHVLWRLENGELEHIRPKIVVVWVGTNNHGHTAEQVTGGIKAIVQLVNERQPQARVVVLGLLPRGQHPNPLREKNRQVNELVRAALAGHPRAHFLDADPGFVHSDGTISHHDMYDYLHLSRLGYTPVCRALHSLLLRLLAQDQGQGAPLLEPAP
PAFAH1B2 FP inh: PAFAH1B2 enzyme inhibitors, primary screen, biochemical, fluorescence polarization, human; Platelet-activating factor acetylhydrolase IB subunit alpha2 (Homo sapiens), P68402; recombinant PAFAH1B2, FP-rhodamine activity probe; inhibition, % at 3.39 µM; 1.2% of 340,000 active;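 active = inhibition above the mean of all tested compounds plus 3 SD, cut at about 24% in these data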;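 also: 0% = enzyme with DMSO and 100% = wells lacking PAFAH1B2; many of its hits are not listed in these tables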
LYPLA1 counter: LYPLA1 inhibitors, primary screen, counter-screen for PME1 inhibitor project, biochemical, fluorescence polarization, FP-Rh probe ABPP; inhibition, % at 5.9 µM; 0.16% of 320,000 active; Acyl-protein thioesterase 1 (Homo sapiens), O75608; recombinant LYPLA1;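 active = inhibition above the mean of all tested compounds plus 3 SD, set per campaign, cut at about 14% in these data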;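 also: inhibitors block serine hydrolase probe labeling of LYPLA1 so polarization falls; 0% = enzyme with DMSO and 100% = wells lacking LYPLA1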
Target sequence (O75608 whole entry, looked up): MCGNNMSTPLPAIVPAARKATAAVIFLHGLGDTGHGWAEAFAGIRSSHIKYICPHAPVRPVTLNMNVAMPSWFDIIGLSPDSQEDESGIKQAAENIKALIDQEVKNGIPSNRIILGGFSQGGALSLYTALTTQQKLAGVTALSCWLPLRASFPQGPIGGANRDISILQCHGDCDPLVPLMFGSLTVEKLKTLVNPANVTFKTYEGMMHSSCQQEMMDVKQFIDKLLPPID
PME-1 inh: PME-1 inhibitors via competitive probe labeling, primary screen, biochemical, fluorescence polarization, FP-Rh probe, HTS | inhibition, % at 5.9 µM | 0.53% of 320,000 active | AID 2130, 2009 | recombinant PME-1;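 active = inhibition above the campaign mean of all compounds plus 3 SD, cut at about 26% in these data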;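 also: competitive labeling of PME-1 active site by serine hydrolase directed probe; 0% = PME-1 with DMSO and 100% = wells lacking PME-1 enzyme; inhibitors block probe labeling so polarization falls and inhibition rises; many of its hits are not listed in these tables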
GSTO1 counter: inhibitors of recombinant GSTO1, primary screen, counter-screen for RBBP9 inhibitor project, biochemical, fluorescence polarization | AID 1974, 2009 | activity-based probe fluorescence polarization | inhibition, % at 5.96 µM | Glutathione S-transferase omega-1 (Homo sapiens), P78417 | 1.1% of 300,000 active;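 active = inhibition above the campaign mean inhibition plus 3 SD, cut at about 35% in these data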;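 also: 0% = GSTO1-1 with DMSO and 100% = wells lacking GSTO1-1 enzyme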
PAFAH2 FP inh: PAFAH2 enzyme inhibitors, primary screen, biochemical, fluorescence polarization, human; recombinant PAFAH2, FP-rhodamine activity probe; Platelet-activating factor acetylhydrolase 2, cytoplasmic (Homo sapiens), Q99487; 0.99% of 340,000 active; inhibition, % at 3.39 µM;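 active = inhibition above the mean over all tested compounds plus 3 SD, cut at about 30% in these data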;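 also: inhibitors block probe labeling of enzyme so polarization drops; 0% = enzyme with DMSO and 100% = wells lacking PAFAH2 protein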
* = called active by the depositor; . = not tested or not shown.

SMILES	PAD4 FP inh	LYPLA2 inh	pPAFAH FP inh	PAFAH1B3 inh	PAFAH1B2 FP inh	LYPLA1 counter	PME-1 inh	GSTO1 counter	PAFAH2 FP inh
CC1=CS/C(=C(/C#N)C(=O)N2CCOCC2)N1c1ccccc1	6	-1	-3	7	7	-1	1	7	-3
O=S(=O)(c1ccc(Sc2nnc3ccccn23)nc1)N1CCOCC1	-5	3	-1	6	10	2	-4	20	4
Cc1ccc(/C=C/C(=O)NCc2cccs2)o1	-1	3	7	0	-1	0	-2	11	1
CCSc1ccc([C@@H]2[C@@H]3C(=O)N(CC)C(=O)[C@@H]3[C@]3(C(=O)OC)CCCCN23)cc1OC	-3	6	8	-5	1	0	-6	5	6
O=C(Nc1nc2c(s1)CN(Cc1ccccc1)CC2)c1cccc(S(=O)(=O)N2CCc3ccccc32)c1	-22	-63	-2	-36	-20	-31	-37	-71	-44
O=C1/C(=C/c2ccc3c(c2)OCO3)Oc2cc(OCC(=O)N3CCC[C@H]3C(=O)O)ccc21	-3	1	8	5	4	1	-6	-16	-2
NS(=O)(=O)c1ccc(Nc2ccc([N+](=O)[O-])c3nonc23)cc1	-3	3	0	6	4	0	-8	37*	3
O=C1C=C(c2cccc3c2oc2ccccc23)CCC1	-3	-2	6	2	-2	-6	1	7	1
Cc1cccc(NC(=O)Cn2c(C)c(C#N)c3ccccc32)c1C	0	-10	-1	-10	-5	-9	-13	-5	-10
O=C(CN1C(=O)CSc2ccc(S(=O)(=O)N3CCOCC3)cc21)NCc1cccnc1	-7	4	1	6	-3	-3	-4	3	0
COc1ccc(CCNC(=S)Nc2cc(C)cc(C)c2)cc1	2	1	-8	5	6	0	1	4	11
Cc1cccc(N(CC(=O)NCc2ccccc2)C(=O)CCC(=O)Nc2nccs2)c1	1	0	3	1	4	1	2	5	7
Cc1ccc(C)n1-c1nnc(N2CCC(C(=O)N3CCN(C)CC3)CC2)s1	-2	0	0	-5	-2	2	3	9	-6
O=C(NCCc1c[nH]c2ccccc12)C1CCN(S(=O)(=O)c2ccccc2)CC1	-4	1	7	11	1	1	11	2	5
O=C(Nc1c[nH]c(=O)[nH]c1=O)c1ccccc1Br	-5	0	5	8	1	0	-5	3	4
CN=C1NN=C(c2cc(C)n(-c3ccc(Cl)cc3)c2C)CS1	-3	-2	11	2	0	-1	-4	-1	-4
CC(NCC(O)COc1ccc(S(=O)(=O)N2CCOCC2)cc1)c1ccccc1 (stereo not given)	0	0	-5	-1	2	-1	-1	4	-4
N/C(=N\OC(=O)c1cccc2ccccc12)c1ccncc1	-4	2	5	12	2	-1	2	-1	5
O=C(Nc1ccc(N2CCCC2)c(Cl)c1)c1ccc2c(c1)OCCO2	-6	-9	6	-1	2	-9	-3	1	-9
Cc1ccc(C)c(Cn2nnc(C(=O)Nc3ccc4c(c3)OCCO4)c2N)c1	-1	1	3	9	3	3	2	-1	2
O=C(NCCc1ccccc1F)C1CCCN1S(=O)(=O)c1ccccc1 (stereo not given)	1	-1	2	4	7	-2	0	4	0
COc1ccc2[nH]c3c(c2c1)CCN1C(=O)N([C@@H](C)C(=O)NC2CCCCC2C)C(=O)[C@]31C (stereo not given in full)	-2	7	6	-8	6	4	-2	-4	7
O=C(CSc1ccccc1)NCc1ccc(F)cc1	-1	-1	5	2	15	-2	4	5	0
CN(C)C(=S)Nc1ccc(Cc2ccncc2)cc1	-6	7	-11	-1	-3	0	-2	-7	-6
Cc1cnc(C(=O)OCC(=O)Nc2ccccc2[N+](=O)[O-])cn1	2	.	-4	9	2	.	.	.	9
COc1cc(C(=O)COC(=O)C2CCCCC2)cc(OC)c1OC	3	.	3	0	4	.	.	.	8
CCCn1c2c(c(=N)c3c1CCC3)CCCC2	4	2	12	10	-5	-1	2	-1	3
CCOc1c(Br)cc(CNCc2cccs2)cc1OC	-1	2	7	4	4	-3	3	4	2
O=P(CCO)(c1ccccc1)c1ccccc1	-6	3	-2	4	-2	0	-3	10	-2
COc1ccc(S(=O)(=O)NCc2ccccn2)cc1NC(=O)c1ccc(Cl)cc1	3	3	6	6	2	3	3	2	-6
CC1OC2(OC1C)C(=O)Nc1ccccc12 (stereo not given)	4	2	2	7	2	4	-1	1	13
Cc1nn(-c2ccccc2)c(N2CCCC2)c1/C=N/NC(=O)c1cc(-c2ccccc2)nc2ccccc12	1	-2	-2	6	-1	-8	-3	-7	-9
Fc1ccc(CSc2nnc(-c3cccnc3)o2)cc1	-3	0	-2	15	3	1	6	-2	5
C[C@H](CO)N1C[C@H](C)[C@@H](CN(C)Cc2ccccc2)Oc2ccc(NC(=O)Cn3cnnn3)cc2C1=O	1	.	-6	11	9	.	.	.	0
Cc1cc(C)cc(NC(=S)N2CCC(NC(=O)C3CCCCC3)CC2)c1	-2	4	2	-3	2	0	0	2	7
O=[N+]([O-])c1ccc(/C=C/c2ccc3ccccc3n2)cc1	-7	-2	5	8	1	-1	-1	5	3
COCCN1C(=O)N(c2cccc(C)c2)C(=O)C1CC(=O)Nc1ccc(OC)cc1 (stereo not given)	3	0	6	14	6	-2	-2	1	3
NC(=O)c1ccc(NS(=O)(=O)c2ccc(Br)s2)cc1	0	-2	-2	8	8	0	1	.	-5
COc1ccc(/C=C(\C#N)C(=O)ONC2=NCCCCC2)cc1	0	-1	5	9	1	-2	3	-7	4
COc1cccc(NC(=O)CN(c2cccc(F)c2)S(C)(=O)=O)c1	-2	-3	4	-1	0	-3	2	-9	5
Cc1c(O)ccc(C(=O)CN2C(=O)c3ccccc3C2=O)c1O	0	10	1	4	-2	-3	-9	0	6
COCCNC(=O)CSc1nccn1Cc1ccc2c(c1)OCO2	-4	-3	1	6	2	0	0	3	-2
O=C(CCCN1C(=O)/C(=C/c2ccccc2)SC1=S)Nc1ccc(O)cc1	-10	-1	3	6	1	-4	6	19	-1
NNC(=O)CNC(=O)c1cccc(Br)c1	-4	1	6	6	-1	2	2	4	-1
NC(=O)COC(=O)c1cc([N+](=O)[O-])ccc1NCCO	-3	2	-5	-1	5	1	0	-2	-5
Cc1cc(C)nc(SCc2nnc(SCC(=O)Nc3ccc(Cl)c(C(F)(F)F)c3)o2)n1	2	-3	-1	6	2	-6	-15	-7	-4
CC1=C(C(=O)OCc2ccccc2)C(c2ccccc2OC(F)F)NC(=O)N1 (stereo not given)	-3	1	-1	-2	-1	-1	14	-8	-1
O=C(COC(=O)c1cc2ccccc2cc1O)NC(=O)NCc1ccco1	-1	-2	3	8	0	-6	-10	7	-2
O=C(NCc1ccccc1Cl)c1ccc2c(c1)OCO2	-3	-5	-3	-2	1	-4	4	4	6
Cc1ccccc1CN1CCC(C(=O)Nc2ccc(Oc3cccnc3)cc2)CC1	2	3	4	1	4	2	-5	-6	4

The list goes on.
SMILES	PAD4 FP inh	LYPLA2 inh	pPAFAH FP inh	PAFAH1B3 inh	PAFAH1B2 FP inh	LYPLA1 counter	PME-1 inh	GSTO1 counter	PAFAH2 FP inh
COc1cccc(NC(=O)CCc2nc(-c3ccccc3F)no2)c1	0	-2	-2	7	-1	1	1	-1	2
O=C(O)CCCC(=O)Nc1ccccc1C(=O)N1CCCC1	-4	2	2	1	-5	2	3	-3	4
O=C(OCC(=O)c1ccc[nH]1)c1ccc([N+](=O)[O-])cc1	-5	2	8	5	1	-1	3	.	6
Fc1ccc(-c2oncc2-c2nnnn2-c2ccccc2)cc1F	-11	-17	0	6	5	-3	-14	-15	8
CCN1C(=O)[C@@H]2[C@@H](c3ccc(-c4ccc(Cl)c(Cl)c4)c(OC)c3)N3CCC[C@@]3(C(=O)OC)[C@@H]2C1=O	-2	-20	9	-6	1	-17	-11	-6	-7
NC(=O)Cn1c(O)c(N=NC(=O)CNC(=O)/C=C/c2ccccc2)c2ccccc21	2	3	5	3	3	3	4	3	-2
Nc1ccc(-c2nnc(-c3ccc(-c4ccccc4)cc3)o2)cc1	-7	5	-6	0	0	3	-17	1	6
COc1cc(S(=O)(=O)N(Cc2cccnc2)Cc2cccc(OC)c2OC)ccc1-n1cnnn1	-1	4	1	9	3	2	0	1	0
CN(CC(=O)Nc1ccccc1Cl)C(=O)c1ccccc1SCC(=O)N1CCCC1	3	-2	1	-5	3	0	-2	-6	0
COc1ccc(S(=O)(=O)N(C)CC(=O)Nc2ccc3c(c2)OCCO3)cc1	-3	8	5	1	7	1	-1	4	5
O=C(COC(=O)c1cccnc1Nc1ccccc1F)NC1CC1	-5	-1	1	8	4	-1	8	1	-1
COc1ccc(/C=N\NC(=O)CCc2c(C)n[nH]c2C)c(OC)c1OC	-1	5	6	0	0	-1	7	0	2
CC(=O)/C=C1\SC(CC(=O)O)C(=O)N1c1ccccc1 (stereo not given)	-3	-3	8	-5	-6	-1	6	5	-1
CCCNC(=O)Cn1cnc2sc(C(=O)Nc3cc(OC)c(OC)c(OC)c3)c(C)c2c1=O	1	-4	3	4	5	0	1	6	2
CCC(C)NC(=O)CCn1c(-c2ccccc2)cc(C(C)=O)c1C (stereo not given)	0	-3	3	0	3	-2	0	6	-8
O=C(Nc1ccc(CN2CCOCC2)cc1)c1ccc(-c2cccc(Cl)c2)o1	-1	-1	1	4	-1	-10	-16	-6	-2
CC1CCCCC1NS(=O)(=O)c1ccc(S(=O)(=O)N2CCN(CCC#N)CC2)cc1 (stereo not given)	-6	-5	6	1	1	0	0	6	6
CCC(CC)=NNc1ccc(S(N)(=O)=O)cc1[N+](=O)[O-]	-5	8	4	6	3	5	14	2	2
CCCCCN(C(=O)CCC(=O)OCCOc1ccccc1)c1c(N)n(CCCC)c(=O)[nH]c1=O	-2	9	3	2	3	0	1	-1	-5
Cc1ccc(NNC(=O)c2ccno2)c(C)c1	2	-4	1	7	4	-1	-1	10	4
CCOc1[nH]n(-c2ccccc2)c(=O)c1C=Nc1ccc(Cl)cc1	-8	2	2	8	3	-2	3	6	9
Cc1cc(NS(=O)(=O)c2ccc(NC(=O)COc3ccc(C#N)cc3)cc2)nc(C)n1	3	.	5	12	2	.	.	.	6
COc1ccc(C(=O)NC(=S)Nc2ccc3c(c2)Cc2ccccc2-3)cc1	-5	-3	5	-1	4	2	2	-7	1
COc1cnn(-c2ccc([N+](=O)[O-])cc2)c(=O)c1Cl	4	7	2	4	6	4	-5	22	6
O=C(NNC(=O)c1cc2cc(OC(F)(F)F)ccc2[nH]1)c1cccc(C(F)(F)F)c1	2	-12	9	-1	-1	-8	-15	-8	-4

Compound activity (PubChem BioAssay)

The list is partial (hit frequency here may not be typical).
